Bioassay records (PubChem BioAssay)
CCR6 antagonist = CCR6 receptor antagonists, primary screen, cell-based, CHO-K1, luminescence, beta-arrestin, uHTS; C-C chemokine receptor type 6 (Homo sapiens), P51684; CHO-K1 CCR6 PathHunter beta-arrestin, CCL20-stimulated; inhibition, % at 20 µM; hit rate 0.49% among 340,000;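 active = compounds whose inhibition of the agonist-driven luminescence signal at 20 µM reaches about 50%, limit read from the data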;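 note: cells stimulated with CCL20 at 14 nM final; plate controls were DMSO with CCL20 for no effect and DMSO without agonist for full effect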
Target sequence (P51684 whole entry, looked up): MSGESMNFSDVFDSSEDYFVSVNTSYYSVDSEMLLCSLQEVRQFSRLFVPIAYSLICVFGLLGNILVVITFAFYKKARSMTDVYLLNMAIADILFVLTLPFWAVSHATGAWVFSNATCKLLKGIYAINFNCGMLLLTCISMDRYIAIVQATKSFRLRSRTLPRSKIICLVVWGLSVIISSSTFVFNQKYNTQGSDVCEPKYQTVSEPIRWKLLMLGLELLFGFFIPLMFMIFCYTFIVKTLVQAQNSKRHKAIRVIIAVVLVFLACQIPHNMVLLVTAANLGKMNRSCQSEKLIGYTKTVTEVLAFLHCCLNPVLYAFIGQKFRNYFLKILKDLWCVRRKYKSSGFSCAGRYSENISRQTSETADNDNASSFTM
Mdm2-MdmX inh = inhibitors of human Mdm2-MdmX association, primary screen, cell-based, luminescence, split luciferase, SaOS-2, uHTS | hit rate 3% among 330,000 | Protein Mdm4 (Homo sapiens) + E3 ubiquitin-protein ligase Mdm2 (Homo sapiens), … | SaOS-2 split-luciferase Mdm2/MdmX complementation | inhibition, % at 8 µM;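 active = inhibition of at least 50% at 8 µM in the primary screen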
tim23-1 inh = growth inhibitors of tim23-1 mutant yeast, primary screen, luminescence, uHTS; S. cerevisiae tim23-1 growth, BacTiter-Glo luminescence, 24 h; inhibition, % at 20 µM; hit rate 1.3% among 330,000; AID 463212, 2010;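 active = growth inhibition of the mutant yeast at or above 50%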;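 note: temperature-sensitive mutant grown at 25 °C; plate controls were DMSO-treated mutant yeast for no effect and medium wells lacking yeast for full effect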
APJ agonist = agonists of human apelin receptor APJ, primary screen, CHO-K1 cells, PathHunter beta-arrestin, luminescence. activation, % at 20 µM. hit rate 0.11% among 330,000. 0% DMSO wells, 100% apelin. AID 2520, 2010. P35414;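 active = activation more than six SD over the plate average, tested at 20 µM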;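 note: 0% = DMSO alone and 100% = apelin-13 at 10 nM; some results filed as inactive read as strong as hits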
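Test system: CHO-K1 APJ beta-arrestin complementation cell line. Amount: cell density 1000 per well. Controls: DMSO negative, 10 nM Apelin-13 positive. Signal: luminescent beta-gal fragment complementation, chemiluminescent substrate. Read-out basis: agonist-driven arrestin binding to APJ. Timing: compound stimulation 90 min at 25 °C, detection 60 min.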
CXCR6 inh = CXCR6 receptor inhibitors, primary screen, cell-based, beta-arrestin, luminescence, CHO-K1 PathHunter, 1536-well. AID 602244, 2012. C-X-C chemokine receptor type 6 (Homo sapiens), O00574. inhibition, % at 20 µM. hit rate 0.36% among 360,000; in the data active = inhibition above about 34%, passing the limit was not always enough;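 note: antagonist mode with CXCL16 agonist at 10 nM final; 0% = 10 nM CXCL16 with DMSO and 100% = unstimulated wells without agonist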
UPR CHOP act = activators of apoptotic CHOP UPR arm, primary screen, cell-based, CHO-CHOP luciferase reporter, luminescence, uHTS; UPR activation; percent of tunicamycin response over DMSO baseline; activation, % at 10 µM; hit rate 0.34% among 330,000; AID 449763, 2010;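 active = at 10 µM dose, activation of 40% or more, normalized to positive control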;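 note: 100% = tunicamycin at 10 µg/mL and 0% = DMSO alone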
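System: CHO-CHOP luciferase reporter cell line; amount: 500 cells/well; buffer or medium: F12 medium containing 10% fetal bovine serum; incubation: 6 h compound exposure at 37 °C after overnight seeding; measured by: luciferase luminescence after 10 min with Steady-Glo reagent; evaluation: % reporter activation, DMSO baseline versus tunicamycin full activation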
APJ antag = antagonists of human apelin receptor APJ, primary screen, CHO-K1 cells, beta-arrestin complementation, luminescence. P35414. hit rate 0.32% among 330,000. inhibition, % at 20 µM;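 active = inhibition above about 40% at 20 µM, limit read from the data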;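 note: cells challenged with 10 nM apelin-13 agonist together with compound; plate controls were apelin-13 plus DMSO wells for no effect and DMSO wells lacking apelin-13 for full effect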
EBI2 antag = EBI2 receptor antagonists, beta-arrestin recruitment, primary screen, cell-based, luminescence, 7a,25-OHC stimulation, uHTS; G-protein coupled receptor 183 (Homo sapiens), P32249; 7a,25-OHC stimulated; inhibition, % at 5 µM; hit rate 0.81% among 360,000; in the data active = inhibition above about 38%;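 note: enzyme fragment complementation signal reports receptor beta-arrestin coupling in cells; 0% = agonist plus DMSO wells and 100% = wells without agonist; some results beyond the cut were filed as inactive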
Target sequence (P32249 whole entry, looked up, the tested form may be a part): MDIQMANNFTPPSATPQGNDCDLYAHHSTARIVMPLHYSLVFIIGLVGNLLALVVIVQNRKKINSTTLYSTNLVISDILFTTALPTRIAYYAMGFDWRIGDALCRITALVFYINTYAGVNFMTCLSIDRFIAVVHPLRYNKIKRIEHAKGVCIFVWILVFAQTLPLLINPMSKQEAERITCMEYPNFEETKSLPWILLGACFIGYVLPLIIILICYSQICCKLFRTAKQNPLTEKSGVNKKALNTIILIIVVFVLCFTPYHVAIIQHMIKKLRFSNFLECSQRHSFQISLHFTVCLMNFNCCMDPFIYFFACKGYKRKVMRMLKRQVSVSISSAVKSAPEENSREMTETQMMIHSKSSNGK
XBP1 UPR activ = activators of adaptive XBP1 UPR arm, primary screen, cell-based, CHO-XBP1 luciferase reporter, luminescence, uHTS; AID 463104, 2010; activation, % at 20 µM; hit rate 0.33% among 330,000; IRE1-XBP1 UPR activation; percent of tunicamycin response, DMSO as zero;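 active = versus positive control, 20 µM dose yields 30% or more activation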;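 note: 100% = tunicamycin at 10 µg/mL and 0% = DMSO only wells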
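assay system = CHO-XBP1 luciferase reporter cells | amount = 1000 cells/well | buffer or medium = F12 plus 10% FBS | compound dosing = single point, 20 µM final compound, 1% DMSO | incubation = 16-18 h cell attachment at 37 °C, then 6 h compound exposure | detection = Steady-Glo luminescence read | controls = tunicamycin 10 µg/mL and vehicle-only wells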
Numbers without * were called inactive; . = no result given. This is a subset; count on the stated rates, not on these rows.

Compound	CCR6 antagonist	Mdm2-MdmX inh	tim23-1 inh	APJ agonist	CXCR6 inh	UPR CHOP act	APJ antag	EBI2 antag	XBP1 UPR activ
Cc1onc(-c2ccccc2Cl)c1C(=O)NCc1ccc2c(c1)cc(C)n2C	13	-12	10	10	0	0.3	6	1	-3
CCN(CC)CCC#CC(O)(c1ccccc1)C1CCCCC1 (stereo unspecified)	-4	31	6	0	11	-1.9	2	-1	-1
COc1ccccc1N1C(=O)CC(Sc2n[nH]c(-c3cccc(C)c3)n2)C1=O (stereo unspecified)	75*	-20	46	5	2	2.3	1	-9	-2
CCOC(=O)Cn1c(=O)c(-c2ccccc2N)nc2ccccc21	-9	-12	1	-3	7	1.0	14	-7	-1
O=c1cc(CN2CCCCC2)nc(C2CC2)[nH]1	7	4	8	-3	-7	1.2	-1	-7	1
O=C(Nc1ccccc1OC(F)F)c1ccc(F)cc1	-10	23	10	2	2	-1.8	-6	-15	-2
O=C(COC(=O)CNC(=O)c1ccccc1)NC(=O)NC1CCCCC1	8	-31	3	-3	-1	-1.1	4	9	-1
CC(C)(C)Nc1nc(Cl)nc(NCCN2CCOCC2)n1	7	23	10	-2	2	0.0	3	-6	-1
O=C(CN1CCN(C(c2ccccc2)c2ccccc2)CC1)N1CCOCC1	2	6	9	-6	2	-0.6	15	-8	-1
OCCNCc1cccc2ccccc12	15	-21	-8	-1	-3	4.1	-2	-1	1
O=[N+]([O-])c1ccc(CSc2nc3ncc(Br)cc3[nH]2)cc1	11	-4	-19	0	3	1.7	10	-6	-1
Cc1ccc(NCc2nnc(SCC(=O)Nc3ncc(C)s3)n2CC2CCCO2)c(C)c1 (stereo unspecified)	-6	5	7	-4	-10	3.3	-3	-4	-1
CCCCOC(=O)c1sc2nc(C)cc(C)c2c1N	25	-6	40	3	.	8.3	15	.	3
CN1C(c2ccccc2)=NO[C@]1(C)c1ccccc1	8	2	10	-3	3	-0.4	15	-3	-2
CN(C(=O)COC(=O)c1ccccc1Nc1ccccc1)C1CCS(=O)(=O)C1 (stereo unspecified)	-18	5	5	-2	3	0.0	7	-11	-5
O=C(c1ccccc1)c1c(-c2ccccc2)[nH]n(-c2ccccc2)c(=O)c1=O	2	10	-10	-5	2	0.6	14	-9	-1
O=C(NCc1cccs1)c1ccc2c(c1)OCCO2	-4	-12	19	-2	-2	2.0	-1	-6	-1
O=C(Cc1ncc(C(F)(F)F)cc1Cl)Nc1ccc(F)cc1	8	35	-10	-4	-3	-0.2	8	1	3
COc1cccc(NC(=O)CCN2C(=O)c3ccc([N+](=O)[O-])cc3C2=O)c1	-10	6	5	8	2	0.1	-16	-3	-1
Cc1cc(-c2n[nH]c(=S)n2/N=C/C(Cl)=C/c2ccccc2)n[nH]1	19	20	54*	0	20	2.0	-2	1	0
Cc1ccc(-c2csc3nc(=O)c(C)nn23)cc1	0	11	5	-5	.	-3.1	18	.	-3
NC(=O)C1C(c2ccccc2)=C1c1ccccc1	-1	24	7	-3	1	0.0	20	4	-1
Cc1ccc(N2CCN(S(=O)(=O)c3nnc(NC(=O)c4ccccc4)s3)CC2)cc1	-3	-9	12	-2	-4	-1.1	13	0	2
COc1ccccc1CN1CC(C(=O)NCCc2ncccc2C)CCC1=O (stereo unspecified)	6	23	-12	0	-4	-1.9	14	-16	-3
Fc1ccccc1N1CCN(c2nc(-c3cccs3)nc3ccccc23)CC1	7	4	24	1	3	2.8	7	-5	2
C[C@H]1CN([C@@H](C)CO)C(=O)Cc2cc(NC(=O)CCC(F)(F)F)ccc2O[C@H]1CN(C)S(C)(=O)=O	13	1	-5	-1	-4	-0.7	-1	-7	-1
COc1ccc(NC(=O)c2cc(-c3ccccn3)nc3ccccc23)c(OC)c1	6	12	27	0	-3	1.7	7	-9	-1
COc1cc(NC(=O)c2cc3ccccc3o2)ccc1NC(=O)c1ccco1	-4	28	-7	3	0	2.4	-26	8	-1
CN1N=C2c3ccccc3CCC2C1c1ccc(Cl)cc1 (stereo unspecified)	10	-15	4	-2	-16	7.4	12	1	1
COc1ccc(C(=O)OC(C)C(=O)NC2CCCCC2C)cc1S(=O)(=O)N1CCOCC1 (stereo unspecified)	-4	-1	-3	-7	0	-2.6	-43	-7	-3

By substructure: those above containing a CF3 group (2)
Compound	CCR6 antagonist	Mdm2-MdmX inh	tim23-1 inh	APJ agonist	CXCR6 inh	UPR CHOP act	APJ antag	EBI2 antag	XBP1 UPR activ
O=C(Cc1ncc(C(F)(F)F)cc1Cl)Nc1ccc(F)cc1	8	35	-10	-4	-3	-0.2	8	1	3
C[C@H]1CN([C@@H](C)CO)C(=O)Cc2cc(NC(=O)CCC(F)(F)F)ccc2O[C@H]1CN(C)S(C)(=O)=O	13	1	-5	-1	-4	-0.7	-1	-7	-1

Other compounds.
Compound	CCR6 antagonist	Mdm2-MdmX inh	tim23-1 inh	APJ agonist	CXCR6 inh	UPR CHOP act	APJ antag	EBI2 antag	XBP1 UPR activ
O=C(N/N=C/C1CC=CCC1)c1ccc(Cl)cc1O (stereo unspecified)	5	35	5	-3	12	1.2	10	-3	1
CC1CCCC(C)N1C(=O)COC(=O)c1cccc(S(=O)(=O)N(C)c2ccccc2)c1 (stereo unspecified)	8	22	21	3	2	-0.1	-1	-4	-2
COC(=O)c1c(O)c2c([nH]c1=O)CCCC2	0	12	-1	-1	-10	0.6	12	-6	-7
CCCn1c(=O)c(C(=O)NCCc2ccc(OC)cc2)c(O)c2ccccc21	8	-3	14	4	6	-2.2	-28	3	-5
COCCN1Cc2cc3cc(C)ccc3nc2SC1=Nc1ccc(OC)cc1	19	7	26	-1	-12	-1.1	-6	11	-4
O=C1CCN(c2ncccc2[N+](=O)[O-])CC1	0	14	-1	-1	-5	-0.4	15	-6	-1
Cc1oc2cc(O)ccc2c(=O)c1Oc1ccccc1Br	-6	35	8	-2	-6	-1.0	-8	-3	-3
O=C(COc1ccc(Cl)cc1)Nc1ccc(Cl)cn1	9	-8	17	0	-1	3.5	-4	8	-1
CC(=O)Nc1cccc(-c2nnc3c4ccccc4c(C)nn23)c1	.	-1	11	0	.	-0.5	5	.	2
CCOC(=O)C1=C(CC)Nc2ccccc2N=C1NC(=O)c1ccc(C)c(S(=O)(=O)N2CCOCC2)c1	14	31	22	-4	7	2.7	12	0	1
COC(=O)c1scc(C)c1N1C(=O)c2ccccc2C1=O	5	10	-26	-1	-3	0.0	-6	-4	-4
CCc1ccc2c(c1)cc(CN(C(=S)Nc1ccccc1C)C1CC1)c1nnnn12	10	12	1	-7	2	-1.5	-2	27	0
COCCSc1ccccc1C(=O)Nc1nnc(COC)s1	3	22	-4	-4	-1	-0.7	18	-5	-3
N/C(=N\c1nc(CSc2ccc(Cl)cc2)cc(=O)[nH]1)Nc1cccc2ccccc12	8	4	9	-5	-4	0.2	10	0	-1
Cc1ccc(S(=O)(=O)N(C)c2ccc(C(=O)N3CCc4ccccc4C3)cc2)cc1	14	17	24	3	-14	-1.1	-3	-5	-2
Cc1ccc(C(=O)Nc2cccc(N(C)S(C)(=O)=O)c2)cc1S(=O)(=O)Nc1ccccc1	1	33	2	11	1	0.5	-22	-16	-5
Cc1ccc(CNC(=O)CS(=O)Cc2nc(-c3ccccc3F)oc2C)cc1 (stereo unspecified)	2	-5	20	0	-14	-1.6	-20	-1	-4
Cc1cccc(N(C)Cc2nnc(-c3cccc(Br)c3)o2)c1	12	-10	26	-3	-2	0.4	-4	-7	0
CCC(Oc1ccccc1)C(=O)Nc1cc(Cl)ccc1-n1cncn1 (stereo unspecified)	-2	25	37	8	7	1.5	11	7	1
CCOC(=O)N1CCN(Cc2nc3cc(NC(=O)c4cccs4)ccc3n2C)CC1	0	11	18	1	-8	3.5	-5	1	-2
Cc1ccc(S(=O)(=O)CC(=O)N2CCN(c3cccc(C(F)(F)F)c3)CC2)cc1	16	-6	44	-5	4	-0.4	0	-1	-6
CC(C)CC(=O)NCC(C)NC(=O)CC(C)C (stereo unspecified)	-7	8	11	6	-20	-1.6	6	-10	-1
COc1cc(OC)cc(C(=O)NC2CC3CCC(C2)N3C)c1 (stereo unspecified)	3	16	6	-5	0	-0.3	7	-3	-1
COc1cccc(NC(=O)c2cc(-c3ccco3)nc3ccccc23)c1	11	14	17	-4	7	2.1	7	21	-4
COCCCNC(=O)Cc1coc2ccc3ccccc3c12	1	7	31	-2	4	0.5	-18	-5	2
N#CC1=C(N)Oc2cc(N)ccc2C1c1cccnc1 (stereo unspecified)	38	-3	13	-1	11	0.7	13	-1	-2
